14-3-3 PPI – alters human 14-3-3 gamma binding to Raf peptide. inhibition, % at 40 µM. FP, 14-3-3gamma / TMR-pS259-Raf peptide binding. P61981. 0.19% of 160,000 active. AID 422; in the data active means inhibition above about 30%;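 further: 0% = protein plus tracer without compound and 100% = blank with tracer alone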
Target sequence (P61981 whole entry, looked up): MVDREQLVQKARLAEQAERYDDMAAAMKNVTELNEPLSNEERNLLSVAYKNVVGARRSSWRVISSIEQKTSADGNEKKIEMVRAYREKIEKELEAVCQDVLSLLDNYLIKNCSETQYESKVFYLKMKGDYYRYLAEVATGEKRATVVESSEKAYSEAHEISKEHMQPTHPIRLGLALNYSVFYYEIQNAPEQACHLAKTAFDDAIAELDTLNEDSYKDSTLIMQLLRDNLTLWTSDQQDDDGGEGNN
The depositor's hits bear a star; & = joins results of further samples. An excerpt; rates above refer to the full screens.

SMILES	14-3-3 PPI
O=C(NCc1ccc(F)cc1)c1cc2n(n1)C(C(F)(F)F)CC(C1CC1)N2 (stereo unspecified)	-4&-4
Cn1c(=O)c2c(-c3ccccc3)n(Cc3ccc(Cl)cc3)cc2n(C)c1=O	1
CC(C)CC(c1nnnn1Cc1ccco1)N1CCN(C2CCCC2)CC1 (stereo unspecified)	-2
O=C1CCCC(=O)N1c1ccc(N2CCOCC2)c([N+](=O)[O-])c1	-1
CCC(C)(C)n1nnnc1C(c1cccs1)N1CCN(c2nc3ccccc3s2)CC1 (stereo unspecified)	-2
COc1ccc(C)cc1N(C)S(=O)(=O)c1cccc2nsnc12	2
CC1CCCCN1S(=O)(=O)c1ccc2[nH]c(=O)cc(C(=O)NCc3ccccc3)c2c1 (stereo unspecified)	-23
CCOc1ccc(CCNC(=O)CCN2C(=O)COc3ccccc32)cc1OCC	-8
CC(=O)Oc1ccc(N2C(=O)CCC2=O)cc1	2
O=C(OCCN1C(=O)c2cccc3c(N4CCCCC4)ccc(c23)C1=O)c1ccc([N+](=O)[O-])cc1	-12
CCCOc1ccc(C(=O)Nc2cccc3nsnc23)cc1	-57
Cc1ccc(C)c(N2CCN(C(=O)c3ccccc3Br)CC2)c1	-8
O=C(c1ccco1)N1CCN(C(=O)N2c3ccccc3Sc3ccccc32)CC1	8
COc1ccc(C2=NOC(C(=O)N3CCCc4ccccc43)C2)cc1 (stereo unspecified)	-7
COc1ccc(CN2CC34C=CC(O3)C(C(=O)O)C4C2=O)cc1 (stereo unspecified)	-6
CCOc1ccc(CC(=O)Nc2ccc([N+](=O)[O-])cc2)cc1OCC	-6
O=[N+]([O-])c1cccc(S(=O)(=O)n2c(SCc3ccccc3F)nc3ccccc32)c1	-16
O=C1CC(c2cc([N+](=O)[O-])ccc2Cl)c2c(ccc3ccccc23)N1 (stereo unspecified)	7
O=C1NC(=O)C(CC(=O)N(Cc2ccco2)C2(C(=O)NC3CCCC3)CCCCC2)N1 (stereo unspecified)	-6&-11
CCOC(=O)CNc1ccc(C(=O)OCC)cc1[N+](=O)[O-]	-1
O=C(NCCC1=CCCCC1)c1ccc(N2CCCCCC2)c([N+](=O)[O-])c1	-19
COc1cccc(C=Nc2ccc3c(c2)OCCO3)c1O	-2
COc1ccc(Cl)cc1-n1c(=S)sc2c(=O)[nH]c(SCc3cc(=O)n4cc(Cl)ccc4n3)nc21	-7
COc1cc2c(C(=O)NCCCOC(C)C)cn(CC(C)C)c(=O)c2cc1OC	-9
COc1ccc2nc3oc(C(=O)Nc4ccccc4OC)cc3cc2c1	11
SMILES	14-3-3 PPI
COCCOC(=O)CC1=NC(=O)CS1	4
CCC(=O)N1CCc2cc(S(=O)(=O)NCCN3CCN(c4ccccc4)CC3)ccc21	-6
Cc1ccc(-c2c(C#N)c(N)nc3c2CCCCC3)o1	-10
Cc1ccc(C2CC(C(F)(F)F)n3nc(C(=O)Nc4ccc5c(c4)OCO5)cc3N2)cc1 (stereo unspecified)	-2
CCN(C(=O)c1cc2c(=O)n3cccc(C)c3nc2s1)C1CCCCC1	-3
Cc1ccc(C(=O)c2coc3ccc(OCC(=O)O)cc23)cc1	-12&-6
COc1cccc(C2=CC(c3ccccc3C)n3ncnc3N2)c1 (stereo unspecified)	-2
COc1nonc1NC(=O)C(C(F)(F)F)C(F)(F)F	-7
CC1=C(C(=O)OC(C)C)C(c2ccc(N(C)C)cc2)NC(=O)N1 (stereo unspecified)	-4
CCc1ccc(NC(=O)c2nn3c(c2Cl)NC(c2cccs2)CC3C(F)(F)F)cc1 (stereo unspecified)	-17
CC1=C(C(=O)OCCc2ccccc2)C(c2ccccn2)C2=C(CCCC2=O)N1 (stereo unspecified)	-4
O=C(Oc1ccc(OCc2ccccc2)cc1)c1ccncc1	-5
Cc1ccc(S(=O)(=O)N2CCSC2c2ccc3c4c(cccc24)CC3)cc1[N+](=O)[O-] (stereo unspecified)	-20
Cc1ccc(NS(=O)(=O)c2cccc3nonc23)cc1F	-35
O=C(NCc1cccs1)C1C2C=CC3(CN(CCCN4CCOCC4)C(=O)C13)O2 (stereo unspecified)	-5
Cc1ccc(S(=O)(=O)Nc2ccccc2C(=O)N=c2sc3ccccc3n2C)cc1	-4
CCN1C(=O)c2ccccc2Sc2ccc(C(=O)NCc3cccs3)cc21	-5
O=c1[nH]cnc2c1nc(SCc1ccccc1)n2C1OC(CO)C(O)C1O (stereo unspecified)	-8
CCOC(=O)c1c(NC(=O)C2CC=CCC2C(=O)O)sc(C)c1-c1cc(C)ccc1C (stereo unspecified)	-20
Cc1nc2ccc3nc(NC(=O)c4cccc(Oc5ccccc5)c4)sc3c2s1	-7
Cc1nnc(N2C(=O)C(O)=C(C(=O)c3ccco3)C2c2ccccc2F)s1 (stereo unspecified)	-15
N#Cc1c(N)nc2sc(C(=O)c3ccc(Cl)cc3)c(N)c2c1-c1ccccc1	-50
CCS(=O)(=O)n1nc(C(=O)N2CCOCC2)nc1N	-3
CCOC(=O)Cn1c(=O)oc2cc(S(=O)(=O)Nc3cc(OCC)ccc3OCC)ccc21	-8
CCOCCCNC(=O)c1cc(=O)[nH]c2ccc(S(=O)(=O)N3CCCC3)cc12	-9
SMILES	14-3-3 PPI
O=C(Oc1cccc(Oc2ccccc2)c1)N1CCOCC1	2
COc1ccc(CNC(=O)Cn2cnc3c(=O)n(C)c(=O)n(C)c32)cc1	2
COc1ccccc1OC1=NS(=O)(=O)c2ccccc21	1
O=C1C=C(N2CCN(C3=CC(=O)CCC3)CC2)CCC1	0
O=C(NCc1ccccc1Cl)C1CCN(S(=O)(=O)N2CCCCC2)CC1	1
COc1ccc(-n2cnnc2SCC(=O)c2ccc(S(=O)(=O)N3CCOCC3)cc2)cc1	9
O=C1C=C(NCCN2CCOCC2)CC(c2ccco2)C1 (stereo unspecified)	-3
COc1cc(C=Nc2sc3c(c2C#N)CCCC3)ccc1OC(C)=O	-11
Cc1oc2c(CN3CCCCCC3)c(O)ccc2c(=O)c1-c1nc2ccccc2s1	-55
COC(=O)c1ccc2c(=O)n(Cc3cccc(Br)c3)c(=S)[nH]c2c1	0
Cc1noc(C)c1CSc1nc2sc(C)c(C)c2c(=O)n1-c1ccccc1	3
O=c1[nH]nc(SCc2ccc(Cl)cc2)c(=O)[nH]1	-2
CC(=O)Nc1ccc(-n2c(C)c(C(C)=O)c(C(C)=O)c2C)cc1	3
CCCS(=O)(=O)c1c(S(=O)(=O)CCC)c2cnccn2c1C(=O)c1ccc(Cl)cc1	-20
O=C(CP(=O)(c1ccccc1)c1ccccc1)N1CCCCC1	-1
COc1ccc(NCC(O)Cn2c3ccc(Br)cc3c3cc(Br)ccc32)cc1 (stereo unspecified)	-4
CC1CCc2c(sc3c2C2=NS(=O)(=O)CCN2C=N3)C1 (stereo unspecified)	-4
CC1CCCC(C)N1C(=O)CCN1C(=O)c2ccccc2C1=O (stereo unspecified)	-9
COc1ccc2cc3cc(C(=O)NCc4cc(Br)ccc4OC)oc3nc2c1	14
COc1ccc(OC)c(C2CC(=O)N3CN(c4ccccc4F)CSC3=C2C#N)c1 (stereo unspecified)	-7
Cc1ccccc1C(=O)Nc1ccc(CC#N)cc1	2
COc1ccc(N(CC(=O)Nc2c(C)n(C)n(-c3ccccc3)c2=O)S(C)(=O)=O)c(OC)c1	2
CCOC(=O)C1=C(C)NC(C)=C(C(=O)OCC)C1C(=O)O	-2&0
CCOC(=O)c1c(Cl)cc(C)nc1Cl	-1
CCC(=O)Nc1sc2c(c1C(=O)Nc1ccccc1C(=O)OC)CCC(C(C)(C)C)C2 (stereo unspecified)	2

2 records drawn at random from the list so far:
SMILES	14-3-3 PPI
Cc1ccccc1C(=O)Nc1ccc(CC#N)cc1	2
CCOC(=O)C1=C(C)NC(C)=C(C(=O)OCC)C1C(=O)O	-2&0

(next part)
SMILES	14-3-3 PPI
O=C(Nc1ccccc1F)C1CCCN(S(=O)(=O)c2cccc3cccnc23)C1 (stereo unspecified)	-3
CC(CCc1ccccc1)NC(=O)CCn1c(=O)[nH]c2ccccc2c1=O (stereo unspecified)	-2
NC1=C(Nc2ccc(Br)cc2)C(=O)c2ccccc2C1=O	-3
CCCOC(=O)C1=C(C)NC2=C(C(=O)CC(c3ccccc3OC)C2)C1c1cccc([N+](=O)[O-])c1 (stereo unspecified)	-1
CCN1CCN(C(=O)c2cn(C)c(=O)c3cc(OC)c(OC)cc23)CC1	-5
Cc1cc(C)nc(SCC(=O)c2cc3ccccc3oc2=O)n1	-3
O=C(NCc1cccs1)c1ccc(N2CC3CC(C2)c2cccc(=O)n2C3)c(NC(=O)c2cc3ccccc3oc2=O)c1 (stereo unspecified)	-6
Cc1cc(S(=O)(=O)N2CCOCC2)ccc1F	-15
O=C(O)C1CC=C(Cl)CC1C(=O)NCC1OCCc2ccccc21 (stereo unspecified)	4&-10
COCCn1c(Sc2ccccc2)nc2c1c(=O)[nH]c(=O)n2C	-2
Cc1nc(Cl)c(C(=O)N(C)C)c(C)c1Cl	-3
CCOC(=O)c1oc2ccccc2c1CN1CCN(C(=O)c2ccccc2)CC1	-2
CC(=O)c1c(C)[nH]c(C(=O)CSc2nnc(CN3CCCCCC3=O)n2-c2ccccn2)c1C	-2
COc1ccc(Br)cc1C=Cc1ccc2cccc(OC(C)=O)c2n1	-5
CC1(C)Cc2ccccc2C(=O)N1	-6
CN(CCCCCC(=O)/C=N/O)Cc1ccccc1	4
CCOC(=O)C1CCN(C(C(=O)Nc2c(C)cccc2C)c2ccccc2)CC1 (stereo unspecified)	-11
CC(C)(C)c1ccc(C2NC(=O)NC(O)(C(F)(F)F)C2C(=O)c2ccc(F)cc2)cc1 (stereo unspecified)	-5
CCC1CCCCN1C(=O)c1n[nH]c(=O)c2ccccc12 (stereo unspecified)	-5
CCC(=O)N(C(=O)CC)c1cc2oc3ccccc3c2cc1OC	-4
COc1ccccc1C(CC(=O)Nc1nccs1)c1ccc(OC(C)C)cc1 (stereo unspecified)	3
COc1ccccc1C(=O)N1CCN(Cc2ccc([N+](=O)[O-])cc2)CC1	1
CC(NC(=O)Cn1nc(C(=O)O)c2ccccc2c1=O)c1ccccc1 (stereo unspecified)	3
COCCSc1nnc(NC(=O)COC)s1	-1
COc1ccc(C2CC(c3cccs3)=Nc3ccccc3S2)c(OC)c1 (stereo unspecified)	0

For reference, some entries already given.
SMILES	14-3-3 PPI
O=C(Nc1ccccc1F)C1CCCN(S(=O)(=O)c2cccc3cccnc23)C1 (stereo unspecified)	-3
CC(CCc1ccccc1)NC(=O)CCn1c(=O)[nH]c2ccccc2c1=O (stereo unspecified)	-2

(further entries)
SMILES	14-3-3 PPI
CC(C)CCN1COc2ccc3c4c(oc3c2C1)C(=O)c1ccccc1C4=O	5
Nc1ccc2c(c1)C(=O)N(CCCCN1C(=O)c3ccc(N)cc3C1=O)C2=O	-6
CCOc1ccc2nc(SCc3c(Cl)cccc3[N+](=O)[O-])sc2c1	1
CCN(CC)S(=O)(=O)c1nc2nc(C)c(C)c(C)n2n1	0
O=C(CSc1nc2ccccc2n1CC(=O)NCc1ccccc1)NCc1ccco1	2
CCOC(=O)c1cnc2ccc(Br)cc2c1Nc1ccc2c(c1)OCCO2	-1
COc1ccc2nc(-c3ccc([N+](=O)[O-])cc3)nc(-c3ccccc3)c2c1	-2
CC(=O)N1CCC(=O)Nc2ccccc21	-11
Cc1cc(C)nc(NC(N)=NC2CCCCCC2)n1	-9
CCOc1ccc(NC(=O)CSc2nccn2C)cc1	-2
Cc1cc(Br)ccc1NC(=O)CSc1cc(=O)n(C)c2cc(Cl)ccc12	-2
COc1ccc(-n2nc3c(c2NC(C)=O)CS(=O)(=O)C3)cc1	-2
CC1CC(C)(C)NC(=S)N1CCCC(=O)Nc1ccc(F)cc1 (stereo unspecified)	0
Cc1ccc(Cc2c(C)nc3c(C(=O)NCCCN(C)C)cnn3c2C)cc1	-7
COc1ccc(NCC(O)Cn2c(C)c(C)c3ccccc32)cc1 (stereo unspecified)	-3
Cc1cccc(NC(=O)c2cc(S(=O)(=O)Nc3ccc(C(=O)O)cc3)ccc2Cl)c1	-9
C[C@@H]1C[C@H]2[C@@H]3CCC4=CC(=O)C=C[C@]4(C)[C@@]3(F)[C@@H](O)C[C@]2(C)[C@@]1(O)C(=O)COP(=O)(O)O	-8
CCOc1ccc(N=C2SC(C(=O)Nc3ccc(Cl)cc3)CC(=O)N2Cc2ccc3c(c2)OCO3)cc1 (stereo unspecified)	-29
CSc1nc2ccc(N3C(=O)c4ccccc4C3=O)cc2s1	9
O=C(Oc1ccc2ccccc2c1)c1cccc2ccccc12	-12
COc1cccc(C(=O)Nc2c(C)n[nH]c2C)c1	-2
O=[N+]([O-])c1ccc(S(=O)(=O)c2ccc(O)cc2)cc1	1

Filtered by structure: the compounds so far containing an NH in an aromatic ring
SMILES	14-3-3 PPI
CC1CCCCN1S(=O)(=O)c1ccc2[nH]c(=O)cc(C(=O)NCc3ccccc3)c2c1 (stereo unspecified)	-23
COc1ccc(Cl)cc1-n1c(=S)sc2c(=O)[nH]c(SCc3cc(=O)n4cc(Cl)ccc4n3)nc21	-7
O=c1[nH]cnc2c1nc(SCc1ccccc1)n2C1OC(CO)C(O)C1O (stereo unspecified)	-8
CCOCCCNC(=O)c1cc(=O)[nH]c2ccc(S(=O)(=O)N3CCCC3)cc12	-9
COC(=O)c1ccc2c(=O)n(Cc3cccc(Br)c3)c(=S)[nH]c2c1	0
O=c1[nH]nc(SCc2ccc(Cl)cc2)c(=O)[nH]1	-2
CC(CCc1ccccc1)NC(=O)CCn1c(=O)[nH]c2ccccc2c1=O (stereo unspecified)	-2
COCCn1c(Sc2ccccc2)nc2c1c(=O)[nH]c(=O)n2C	-2
CC(=O)c1c(C)[nH]c(C(=O)CSc2nnc(CN3CCCCCC3=O)n2-c2ccccn2)c1C	-2
CCC1CCCCN1C(=O)c1n[nH]c(=O)c2ccccc12 (stereo unspecified)	-5
COc1cccc(C(=O)Nc2c(C)n[nH]c2C)c1	-2
